Screening data: PubChem BioAssay, Sanford-Burnham Center for Chemical Genomics
tim23-1 inh: growth inhibitors of tim23-1 mutant yeast, primary screen, luminescence, uHTS; S. cerevisiae tim23-1 growth, BacTiter-Glo luminescence, 24 h; inhibition, % at 20 µM; hit rate 1.3% among 330,000;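 active means growth inhibition of the mutant yeast at or above 50%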;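 further: temperature-sensitive mutant grown at 25 °C; plate controls were DMSO-treated mutant yeast for no effect and medium wells lacking yeast for full effect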
APJ ag: agonists of human apelin receptor APJ, primary screen, CHO-K1 cells, PathHunter beta-arrestin, luminescence; P35414; activation, % at 20 µM; hit rate 0.11% among 330,000; AID 2520, 2010; 0% DMSO wells, 100% apelin;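 active means activation more than six SD over the plate average, tested at 20 µM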;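 further: 0% = DMSO alone and 100% = apelin-13 at 10 nM; some results filed as inactive read as strong as hits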
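Assay system: CHO-K1 APJ beta-arrestin complementation cell line / Compound: single test compound dose, 20 µM final, 1% DMSO / Times: overnight seeding, 90 min compound at 25 °C, 1 h detection / Technique: beta-gal luminescence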
EBI2 antag: EBI2 receptor antagonists, beta-arrestin recruitment, primary screen, cell-based, luminescence, 7a,25-OHC stimulation, uHTS | G-protein coupled receptor 183 (Homo sapiens), P32249 | hit rate 0.81% among 360,000 | 7a,25-OHC stimulated | AID 651636, 2012 | inhibition, % at 5 µM; in the data active means inhibition above about 38%;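 further: enzyme fragment complementation signal reports receptor beta-arrestin coupling in cells; 0% = agonist plus DMSO wells and 100% = wells without agonist; some results beyond the cut were filed as inactive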
CXCR6 block: CXCR6 receptor inhibitors, primary screen, cell-based, beta-arrestin, luminescence, CHO-K1 PathHunter, 1536-well | C-X-C chemokine receptor type 6 (Homo sapiens), O00574 | hit rate 0.36% among 360,000 | inhibition, % at 20 µM; in the data active means inhibition above about 34%, passing the limit was not always enough;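 further: antagonist mode with CXCL16 agonist at 10 nM final; 0% = 10 nM CXCL16 with DMSO and 100% = unstimulated wells without agonist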
Mdm2-MdmX inh: inhibitors of human Mdm2-MdmX association, primary screen, cell-based, luminescence, split luciferase, SaOS-2, uHTS; Protein Mdm4 (Homo sapiens) + E3 ubiquitin-protein ligase Mdm2 (Homo sapiens), …; SaOS-2 split-luciferase Mdm2/MdmX complementation; inhibition, % at 8 µM; hit rate 3% among 330,000;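 active means inhibition of at least 50% at 8 µM in the primary screen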
Target sequence (O15151 whole entry, looked up): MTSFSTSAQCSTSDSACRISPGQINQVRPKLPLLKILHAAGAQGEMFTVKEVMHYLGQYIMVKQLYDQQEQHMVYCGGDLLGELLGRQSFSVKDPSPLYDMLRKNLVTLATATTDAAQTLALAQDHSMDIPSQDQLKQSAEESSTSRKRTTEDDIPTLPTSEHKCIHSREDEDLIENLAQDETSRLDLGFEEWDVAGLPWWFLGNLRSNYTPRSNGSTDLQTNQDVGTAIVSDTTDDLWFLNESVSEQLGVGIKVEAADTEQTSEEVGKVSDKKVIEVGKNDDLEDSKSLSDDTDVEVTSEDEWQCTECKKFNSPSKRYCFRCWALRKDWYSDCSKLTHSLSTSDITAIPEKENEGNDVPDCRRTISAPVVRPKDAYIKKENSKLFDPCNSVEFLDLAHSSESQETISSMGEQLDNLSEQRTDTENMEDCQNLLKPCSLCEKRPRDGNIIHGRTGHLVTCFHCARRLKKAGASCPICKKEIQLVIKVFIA
Target sequence (Q00987 whole entry, looked up): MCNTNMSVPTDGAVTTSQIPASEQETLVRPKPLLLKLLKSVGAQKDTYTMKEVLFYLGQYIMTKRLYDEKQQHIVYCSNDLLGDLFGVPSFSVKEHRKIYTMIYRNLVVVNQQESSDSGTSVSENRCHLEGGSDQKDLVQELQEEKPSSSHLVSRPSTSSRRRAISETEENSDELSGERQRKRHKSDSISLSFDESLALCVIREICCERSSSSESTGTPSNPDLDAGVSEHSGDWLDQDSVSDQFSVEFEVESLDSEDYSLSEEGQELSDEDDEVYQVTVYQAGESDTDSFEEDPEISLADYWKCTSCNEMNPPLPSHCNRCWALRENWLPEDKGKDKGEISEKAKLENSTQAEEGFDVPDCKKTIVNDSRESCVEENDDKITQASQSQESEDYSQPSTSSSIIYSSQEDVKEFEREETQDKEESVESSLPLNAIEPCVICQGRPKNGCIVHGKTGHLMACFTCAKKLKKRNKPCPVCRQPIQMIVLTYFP
XBP1 UPR activ: activators of adaptive XBP1 UPR arm, primary screen, cell-based, CHO-XBP1 luciferase reporter, luminescence, uHTS. IRE1-XBP1 UPR activation; percent of tunicamycin response, DMSO as zero. activation, % at 20 µM. hit rate 0.33% among 330,000. AID 463104, 2010;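 active means versus positive control, 20 µM dose yields 30% or more activation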;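 further: 100% = tunicamycin at 10 µg/mL and 0% = DMSO only wells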
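incubation = overnight seeding at 37 °C, 6 h compound treatment at 37 °C | assay system = CHO-XBP1 cells stably carrying IRE1-XBP1-driven luciferase reporter | input = 1000 cells per well | detection = luciferase luminescence | dosing = single point, 20 µM final compound, 1% DMSO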
APJ antag: antagonists of human apelin receptor APJ, primary screen, CHO-K1 cells, beta-arrestin complementation, luminescence | hit rate 0.32% among 330,000 | P35414 | inhibition, % at 20 µM;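 active means inhibition above about 40% at 20 µM, limit read from the data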;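 further: cells challenged with 10 nM apelin-13 agonist together with compound; plate controls were apelin-13 plus DMSO wells for no effect and DMSO wells lacking apelin-13 for full effect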
CHOP UPR activ: activators of apoptotic CHOP UPR arm, primary screen, cell-based, CHO-CHOP luciferase reporter, luminescence, uHTS. UPR activation; percent of tunicamycin response over DMSO baseline. activation, % at 10 µM. hit rate 0.34% among 330,000. AID 449763, 2010;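 active means at 10 µM dose, activation of 40% or more, normalized to positive control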;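 further: 100% = tunicamycin at 10 µg/mL and 0% = DMSO alone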
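assay system = CHO CHOP reporter cells | amount = 500 CHO-CHOP cells per well | buffer or medium = F12 with 10% FBS | incubation = 16-18 h cell attachment, then 6 h compound exposure, 37 °C | detection = luminescence read with Steady-Glo | read-out = percent activation relative to tunicamycin control | controls = tunicamycin high control, DMSO low control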
CCR6 antagonist: CCR6 receptor antagonists, primary screen, cell-based, CHO-K1, luminescence, beta-arrestin, uHTS. CHO-K1 CCR6 PathHunter beta-arrestin, CCL20-stimulated. inhibition, % at 20 µM. hit rate 0.49% among 340,000. AID 493098, 2011;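 active means compounds whose inhibition of the agonist-driven luminescence signal at 20 µM reaches about 50%, limit read from the data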;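 further: cells stimulated with CCL20 at 14 nM final; plate controls were DMSO with CCL20 for no effect and DMSO without agonist for full effect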
An asterisk follows results filed as active; / = no result given. Only part of the results is shown; count on the stated rates, not on these rows.

Fields – CCR6 antagonist	CXCR6 block	EBI2 antag	CHOP UPR activ	APJ ag	Mdm2-MdmX inh	tim23-1 inh	XBP1 UPR activ	APJ antag
[1] CC(C)(C)c1ccc(/C=N/Nc2nncn2N)cc1
  -12	0	-4	0.9	-1	14	-10	4	1
[2] CCOc1ccc2nc(NC(=O)CSc3nc4c(c(=O)n(C)c(=O)n4C)n3CC)sc2c1
  3	/	/	-0.7	0	-5	13	24	14
[3] COc1ccc(C(=O)Nc2nc(CC(=O)NCCc3ccccc3)cs2)cc1
  15	-11	-5	2.8	3	-3	18	6	0
[4] CC1CCN(CCc2nc3cc(NC(=O)C(C)C)ccc3n2C)CC1
  6	1	3	1.1	-4	15	3	-6	-2
[5] COC(=O)Cn1cnc2c(nnn2-c2ccc(OC)cc2)c1=O
  -6	8	2	0.0	-4	-42	-4	4	-11
[6] CCOC(=O)c1ccc(NC(=O)COc2ccccc2OC)cc1
  -11	-2	2	-1.7	-4	33	21	-2	-3
[7] CCCNc1ncnc2onc(C)c12
  -4	8	2	-0.6	-2	-14	-11	4	-17
[8] O=C(c1cccc(C(F)(F)F)c1)C1CCCN(C(=O)/C=C/c2cnc[nH]2)C1 (stereo not given)
  5	-1	-10	-2.4	-2	1	2	-2	19
[9] COc1ccc(/C(O)=C2/C(=O)C(=O)N(CCCN(C)C)C2c2ccc(Cl)cc2)cc1OC (stereo not given)
  -9	2	-10	-3.1	-2	19	11	1	3
[10] CCOC(=O)C1CN(c2cc3c(cc2F)c(=O)c(C(=O)O)cn3CC)OC1C(=O)OCC (stereo not given)
  1	-6	-4	3.4	0	-4	0	0	-4
[11] Cc1noc(C)c1C(=O)NCC1COc2ccccc2O1 (stereo not given)
  2	0	-1	-1.4	-2	26	7	2	-7
[12] COc1ccc(N2CCN(C(=O)c3cn(CC4CCCCC4)nn3)CC2)cc1
  6	-8	-10	2.3	-3	18	-2	-3	-2
[13] Cc1[nH]c2ccccc2c1C(=O)C(=O)Nc1ccc2c(c1)OCO2
  15	-2	7	2.6	-1	-19	24	0	-25
[14] CCOc1nc(NCCN2CCOCC2)nc(Nc2ccc([N+](=O)[O-])cc2)n1
  -3	-8	-3	-0.6	2	15	1	1	4
[15] Cc1ccc(C)c(NC(=O)CSc2nnc(-c3ccccc3)o2)c1
  12	-8	-2	-2.8	0	7	12	2	11
[16] CCO[C@H]1OC(C(=O)N2CCN(C)CC2)=C[C@@H](c2coc3ccccc3c2=O)[C@@H]1CCCO
  -2	2	-10	-2.3	-3	18	10	0	17
[17] CCCCC(CC)C(=O)Nc1ccc(S(=O)(=O)Nc2nccs2)cc1 (stereo not given)
  -9	8	-16	0.4	-1	-1	6	1	-15
[18] CC(NS(=O)(=O)c1ccc(Br)cc1)C(c1cccs1)N1CCOCC1 (stereo not given)
  8	-8	-3	4.6	-4	3	30	-5	9
[19] O=C(CSc1n[nH]c(-c2cccs2)n1)N1CCOCC1
  5	2	-6	1.1	-4	23	5	0	11
[20] CN1C(=O)/C(=C/c2cccc(Cl)c2)Sc2ccc(C(=O)NCc3cccnc3)cc21
  20	11	28	0.1	0	14	13	-2	1
[21] Brc1ccc(-c2nc(-c3ccccc3)no2)o1
  2	2	8	2.8	-6	-112	21	0	1
[22] Cc1nnc(SCc2nc3ccccc3nc2C)s1
  11	6	2	0.1	-3	17	5	0	15
[23] CSc1ccc(S(=O)(=O)NCC(=O)OCC(=O)NC2(C#N)CCCCC2)cc1[N+](=O)[O-]
  12	7	-4	-0.8	-2	-1	-12	1	11
[24] CCN(CC)C(=O)C1CCCN(Cc2ccc(N(C)C)cc2)C1 (stereo not given)
  10	4	-13	-0.1	-3	14	5	0	1
[25] O=C(Nc1ccccc1Oc1cccnc1)C1CCCN(C/C=C/c2ccc(F)cc2)C1 (stereo not given)
  20	3	2	0.5	-4	39	17	-3	6
[26] CN(C)/C=C1\C(=O)N(C)N=C1C(F)(F)F
  15	10	-5	-0.4	-1	13	-5	3	11
[27] COc1ccc(Br)cc1/C=C\C(=O)NCc1cccnc1
  18	5	0	0.3	-3	-26	-3	0	6
[28] Cc1ccc(CNC(=O)C2CCC(=O)N2Cc2ccc(C)cc2)cc1 (stereo not given)
  -2	2	5	1.4	-3	23	6	-3	6
[29] CN1C(=O)/C(=C\c2ccccc2F)Sc2ccc(C(=O)NC3CCN(Cc4ccccc4)CC3)cc21
  12	1	-4	-0.8	-2	40	12	-4	7
[30] Cc1cc(NC(=O)CSc2nnc(NCc3ccco3)s2)no1
  12	3	1	-0.6	-1	0	-12	0	5
[31] Cc1ccccc1N1CCN(C2CCCN(C(=O)c3csc(C(C)C)n3)C2)CC1 (stereo not given)
  6	0	3	2.0	-5	31	18	-6	-8
[32] O=C(NC1CCCCCCC1)C1c2ccccc2C(=O)N1Cc1cccs1 (stereo not given)
  23	5	8	0.6	-5	-6	16	-1	4
[33] CCCn1c2ccc(F)cc2c2nnc(NN)nc21
  10	1	0	0.2	-3	15	16	7	2
[34] O=C1NC(NS(=O)(=O)c2ccc(Cl)cc2)(C(F)(F)F)C(=O)N1CCc1ccccc1 (stereo not given)
  13	/	/	-0.5	-5	5	-1	-2	7
[35] Cc1cccc(CC(=O)N2CCN(C(=O)c3ccco3)CC2)c1
  13	9	-15	1.7	0	6	-1	-3	-10
[36] CCN(C(=O)CSc1nnc(-c2ccco2)n1CC)c1c(N)n(Cc2ccccc2)c(=O)[nH]c1=O
  8	-1	-6	-0.5	-2	4	13	-1	-5
[37] COc1cccc(N2CC(=O)N(NC(=O)c3sc4nc(C)cc(C)c4c3N)CC2=O)c1
  4	-10	-4	1.5	1	17	-3	3	18
[38] O=C(Oc1ccc(-c2cnc3ccccc3n2)cc1)c1ccc(Br)o1
  0	4	-7	1.6	0	-115	10	2	-9
[39] NC1=NC(=O)/C(=C/c2ccc(-c3ccc(S(N)(=O)=O)cc3)o2)S1
  8	6	-7	-0.2	13	23	-10	-1	-2
[40] O=C(CN1CCOCC1)Nc1ncccn1
  -8	-1	-17	0.4	-17	15	-4	2	11
[41] CC(C)=CCN1CCN(Cc2ccc(Oc3ncccn3)cc2)CC1CCO (stereo not given)
  14	2	-4	-1.8	1	-2	8	1	11
[42] CCOC(=O)c1ccccc1NC(=O)/C=C/C(=O)O
  -3	-14	-12	-0.5	-4	14	9	-1	6
[43] O=C(Cn1nnc(-c2ccc(CN3CCOCC3)cc2)n1)N(c1ccccc1)c1ccccc1
  2	-11	2	-0.9	-4	21	10	-2	-5
[44] O=C(COc1ccccc1[N+](=O)[O-])NCC1(N2CCCCC2)CCCCC1
  9	0	-4	-0.1	-4	-3	-6	0	0
[45] CCCCNC(=O)Nc1nc(SCC(=O)OCC)n[nH]1
  8	6	1	11	-2	-21	2	2	8
[46] COc1ccc(-n2c(COc3cccc4ccccc34)nnc2SCC#N)cc1
  11	-1	4	4.3	-17	8	-10	2	-17
[47] COc1cc(C2C(C(N)=O)=C(C)Nc3nc(CCCO)nn32)cc(OC)c1OC (stereo not given)
  19	-3	-2	-0.8	-4	5	-1	-1	10
[48] Cc1oc(-c2ccc(Cl)cc2)nc1CN1CCC(C(=O)N2CCc3ccccc3C2)CC1
  20	-15	10	0.3	1	52*	34	6	-7
[49] CCOC(=O)CCCC(=O)Nc1ncnc2c1C(c1ccccc1)c1c(ccc3ccccc13)O2 (stereo not given)
  -10	0	11	-1.4	-1	38	17	-4	-1
[50] C=CCC[C@H](Cc1ccc(F)cc1)C(=O)OC[C@H]1CCCN1C(=O)[C@@H](CC=C)CC(=O)NCCO
  2	-2	1	0.4	0	9	13	-1	13
[51] Cc1ccc(NC(=O)C2CCN(S(=O)(=O)c3ccccc3)CC2)cc1
  5	-7	16	1.2	-5	16	9	0	-8
[52] CC(=O)Nc1ccc(S(=O)(=O)NNC(=O)c2cc3c4ccccc4n(C)c3s2)cc1
  -4	-20	28	-1.4	11	6	-12	0	-12
[53] O=C(CCNS(=O)(=O)c1ccc(Br)cc1)NCC1CCCO1 (stereo not given)
  4	-4	-2	0.6	-1	-5	2	1	7

Entries of single compounds from above. Order of values: CCR6 antagonist | CXCR6 block | EBI2 antag | CHOP UPR activ | APJ ag | Mdm2-MdmX inh | tim23-1 inh | XBP1 UPR activ | APJ antag
`COc1ccc(/C(O)=C2/C(=O)C(=O)N(CCCN(C)C)C2c2ccc(Cl)cc2)cc1OC` (stereo not given) reads -9 | 2 | -10 | -3.1 | -2 | 19 | 11 | 1 | 3
`CCN(CC)C(=O)C1CCCN(Cc2ccc(N(C)C)cc2)C1` (stereo not given) reads 10 | 4 | -13 | -0.1 | -3 | 14 | 5 | 0 | 1
`Cc1cccc(CC(=O)N2CCN(C(=O)c3ccco3)CC2)c1` reads 13 | 9 | -15 | 1.7 | 0 | 6 | -1 | -3 | -10
`C=CCC[C@H](Cc1ccc(F)cc1)C(=O)OC[C@H]1CCCN1C(=O)[C@@H](CC=C)CC(=O)NCCO` reads 2 | -2 | 1 | 0.4 | 0 | 9 | 13 | -1 | 13
`CCCNc1ncnc2onc(C)c12` reads -4 | 8 | 2 | -0.6 | -2 | -14 | -11 | 4 | -17
